RAD54 inh = blocks human RAD54 Holliday junction branch migration; Q92698; AID 602329; actives 0.14% (n = 360,000); FAM/BHQ fluorescence; inhibition, % at 10.4 µM;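 active means mean normalized replicate activity at least 40 and at least half of replicates scoring 40 or more; inconclusive means only one of the two criteria met; inactive means mean below 40 and under half of replicates reaching 40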;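 further: 0% = median of neutral control wells and 100% = median of positive control wells; inhibitors cause a drop in the FAM fluorescence signal; in these data hits start at about 50%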
XiGFP reactiv = activators of X-chromosome reactivation in mouse fibroblasts. XiGFP mouse fibroblasts, % GFP-positive cells imaging, 3 d; cells co-treated with 5-aza-dC sensitizer; scaled so ellipticine positive control = 100%. activation, % at 7.58 µM. actives 0.055% (n = 360,000). AID 743238;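 active means mean normalized replicate activation at least 10% and every replicate at or above 10%; inconclusive means only one of the two criteria met; inactive means mean below 10% and not all replicates reach 10%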;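 further: 0% = median of on-plate neutral control wells and 100% = ellipticine 6 µM median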
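Assay system: SV40-immortalized XiGFP fibroblast cells, line 68-5-11; buffer or medium: DMEM plus 5-aza-dC sensitizer; compound: one concentration, pinned; timing: compounds 3 days, fix/stain 15 min at room temperature; benchmarks: positive control ellipticine, 6 µM final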
DENV2 CPE rescue = DENV2-induced cell death inhibition. CPE inhibition, % at 9.99 µM. actives 1.7% (n = 350,000). AID 651640. DENV2-infected cells, cytopathic effect rescue, plate reader; in the data active means CPE inhibition above about 20%, passing the limit was not always enough; inconclusive means no clear call, values can overlap the other calls; tested in BHK-21 cells;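 further: 0% = median of neutral control wells and 100% = median of positive control wells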
CASP6 VEID inh = inhibitors of human caspase-6 | inhibition, % at 12.5 µM | actives 0.53% (n = 350,000) | purified caspase-6, Z-VEID-R110 cleavage fluorescence;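 active means mean inhibition across replicates at least about 35%, with every replicate also reaching that limit, limit read from the data; inconclusive means only one of the two criteria met; inactive means neither criterion met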;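 further: 0% = median of neutral control wells and 100% = no fluorescence left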
E-selectin induc = E-selectin induction on HUVECs. actives 0.37% (n = 260,000). HUVEC E-selectin immunofluorescence imaging; normalized: neutral wells 0, TNF-alpha wells 100. activation, % at 7.58 µM. AID 686992. P16581;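 active means mean E-selectin-positive cell signal at least 10% of the positive control, reached in at least 60% of replicates, without over 20% cell loss; inconclusive means no rule given, readout overlaps actives, possibly toxicity-flagged; inactive means the rest, including those meeting only one limit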;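 further: in these data hits start at about 27%; measured in HUVEC primary endothelial cells; signal is the percent of cells scored E-selectin positive by PE staining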
Target sequence (P16581 whole entry, looked up): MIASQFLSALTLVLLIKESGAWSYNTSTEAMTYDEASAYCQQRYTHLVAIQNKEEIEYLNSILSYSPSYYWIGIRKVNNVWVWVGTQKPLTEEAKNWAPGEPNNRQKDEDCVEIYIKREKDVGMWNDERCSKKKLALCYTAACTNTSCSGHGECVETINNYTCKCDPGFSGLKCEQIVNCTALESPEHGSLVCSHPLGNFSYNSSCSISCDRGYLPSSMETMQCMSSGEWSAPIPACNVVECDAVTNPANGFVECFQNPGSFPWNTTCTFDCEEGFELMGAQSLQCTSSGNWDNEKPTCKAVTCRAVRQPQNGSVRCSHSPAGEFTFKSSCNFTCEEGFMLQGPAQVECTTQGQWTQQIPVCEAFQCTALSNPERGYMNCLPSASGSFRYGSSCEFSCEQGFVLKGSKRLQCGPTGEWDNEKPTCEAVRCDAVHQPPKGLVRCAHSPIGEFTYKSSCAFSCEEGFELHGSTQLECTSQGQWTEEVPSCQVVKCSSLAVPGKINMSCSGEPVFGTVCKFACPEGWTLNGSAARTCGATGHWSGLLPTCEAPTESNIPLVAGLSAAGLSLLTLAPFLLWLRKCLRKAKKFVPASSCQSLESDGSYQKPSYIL
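Material: HUVEC primary endothelial cells; Amount: 3,000 cells per well; Dosing: single concentration; Medium: EGM-2 growth medium on 0.1% gelatin-coated wells; Read-out basis: percent E-selectin-positive cells; Signal: immunofluorescence imaging; Control set: TNF-alpha, DMSO.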
CFTR F508del cor = correctors of CFTR F508del function in bronchial epithelial cells. actives 0.36% (n = 350,000). CFBE cells, YFP halide quenching; stimulated with forskolin plus potentiator P3; % fluorescence drop versus neutral controls. AID 720511. activity (quench increase), % at 7.58 µM;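 active means mean added fluorescence quench of at least 8% versus neutral control, with both replicates also reaching 8%; inconclusive means only one of the mean or replicate conditions met; inactive means mean below 8% and not both replicates reaching 8%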;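 further: cells transiently co-express mutant CFTR-F508del with the halide-sensitive YFP; corrector assay measuring rescue of mutant channel to the surface after 24 h compound exposure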
GSIS activator = primary screen for activators of insulin secretion dependent on glucose, INS-1E cells, GLuc reporter luminescence. INS-1E GLuc reporter insulin secretion, 2-3 h. activation, % at 16.6 µM. actives 0.61% (n = 370,000). AID 743287;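 active means lowest replicate activation of at least 40%, so every replicate reaches that level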;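 further: 0% = median of neutral control wells and 100% = median of IBMX positive control wells; some compounds called inactive have numbers as strong as hits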
RAD52 anneal inh = RAD52 (human) annealing inhibition; P43351; recombinant RAD52 DNA annealing, FRET fluorescence; inhibition, % at 18.7 µM; actives 0.46% (n = 360,000);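 active means every replicate showing at least 50% inhibition; inconclusive means mean inhibition at least 50% but not in every replicate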
Target sequence (P43351 whole entry, looked up): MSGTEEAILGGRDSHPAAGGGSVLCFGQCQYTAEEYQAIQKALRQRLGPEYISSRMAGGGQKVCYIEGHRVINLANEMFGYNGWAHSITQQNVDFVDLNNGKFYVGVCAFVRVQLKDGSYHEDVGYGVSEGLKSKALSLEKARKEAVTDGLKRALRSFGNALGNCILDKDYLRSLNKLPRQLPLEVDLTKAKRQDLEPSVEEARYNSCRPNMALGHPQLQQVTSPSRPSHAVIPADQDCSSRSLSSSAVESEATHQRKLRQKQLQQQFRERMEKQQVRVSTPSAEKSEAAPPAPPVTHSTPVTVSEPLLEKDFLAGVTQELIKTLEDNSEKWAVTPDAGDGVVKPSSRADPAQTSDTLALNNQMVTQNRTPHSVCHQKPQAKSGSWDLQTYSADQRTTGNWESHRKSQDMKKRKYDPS
The depositor's hits bear a star; ? = inconclusive; / = not tested or not shown.

SMILES	RAD54 inh	XiGFP reactiv	DENV2 CPE rescue	CASP6 VEID inh	E-selectin induc	CFTR F508del cor	GSIS activator	RAD52 anneal inh
COc1ccc(N(CC(=O)Nc2ccccc2C(=O)N2CCCC2)S(=O)(=O)c2ccccc2)cc1	-13	0.2	3	1	/	3.6	-13	-7
CN(C(=O)COC(=O)c1cc(=O)[nH]c2ccccc12)c1c(N)n(Cc2ccccc2)c(=O)[nH]c1=O	6	0.0	-8	1	-0.1	0.2	-59	-6
COc1ccc(C)cc1Nc1cc(C)nc2nc(C)nn12	-4	0.2	-6	3	0.2	-1.9	28	-6
COc1cccc(OC)c1C(=O)Nc1sc2c(c1C(N)=O)CCCC2	2	0.3	4	1	0.8	-1.1	-9	-20
O=C(c1ccc(Cl)cc1)c1cccc(O)c1	/	0.2	6	-4	0.0	1.5	-1	-13
CCOC(=O)C1CCN(C(=O)c2cc3cc(Br)ccc3oc2=O)CC1	/	0.2	0	-3	/	0.7	2	-7
O=C(Nc1ccc(Cl)cc1)N[C@H]1CC[C@@H](CCNS(=O)(=O)c2ccccc2F)O[C@H]1CO	3	0.3	-1	-3	0.2	1.7	-14	-9
C[C@H]1CN([C@@H](C)CO)C(=O)Cc2cc(NC(=O)CCN3CCOCC3)ccc2O[C@H]1CN(C)S(=O)(=O)c1ccc(Cl)cc1	11	-0.2	0	2	0.4	1.8	11	1
C[C@@H]1CN([C@@H](C)CO)C(=O)c2cc(NS(=O)(=O)c3ccc(F)cc3)ccc2O[C@@H](C)CCCCO[C@@H]1CN(C)S(=O)(=O)c1cn(C)cn1	-6	0.3	-2	0	0.0	-1.1	43	-54
COC(=O)C(C)(C)ONC(=O)Nc1ccccc1	/	0.0	-3	-2	-0.2	/	14	10
Cc1ccc(S(=O)(=O)Nc2ncc(C(F)(F)F)cc2Cl)cc1	/	-0.1	19	0	0.1	/	-8	-11
COc1cc2c(cc1OC)CN(CC(=O)Nc1ccc(C)c(S(=O)(=O)N3CCOCC3)c1)CC2	-1	0.0	-2	4	/	0.1	11	-14
COc1ccc(N2CCN(CC(=O)Nc3ccc(C)cc3Br)CC2)cc1	1	0.0	9	23	/	1.1	-5	0
COCC(=O)NC[C@H]1[C@H](c2ccc(C3=CCCC3)cc2)[C@H](CO)N1C(C)=O	-5	0.0	-8	1	0.0	-0.4	0	-8
O=C(/C=C/c1cccc(F)c1)N1CCN(c2ccccn2)CC1	/	0.1	2	0	0.1	1.7	/	-17

In a second layout: two of the compounds above
mol,RAD54 inh,XiGFP reactiv,DENV2 CPE rescue,CASP6 VEID inh,E-selectin induc,CFTR F508del cor,GSIS activator,RAD52 anneal inh
COc1cc2c(cc1OC)CN(CC(=O)Nc1ccc(C)c(S(=O)(=O)N3CCOCC3)c1)CC2,-1,0.0,-2,4,/,0.1,11,-14
COc1ccc(N2CCN(CC(=O)Nc3ccc(C)cc3Br)CC2)cc1,1,0.0,9,23,/,1.1,-5,0

More structures
SMILES	RAD54 inh	XiGFP reactiv	DENV2 CPE rescue	CASP6 VEID inh	E-selectin induc	CFTR F508del cor	GSIS activator	RAD52 anneal inh
O=C(/C=C/c1ccccc1)OCc1cnc(Cl)s1	/	0.0	6	-4	0.0	5.7	5	-11
CCSc1nc2sc3c(c2c(=O)n1CC)CCC3	1	0.1	40*	8	/	0.8	/	-12
O=C1CC(c2ccsc2)Sc2ccccc2N1 (stereo not given)	-1	0.2	-4	-1	0.0	-1.0	8	-22
N/C(=N\OC(=O)COc1cc(Cl)c(Cl)cc1Cl)c1ccccn1	4	0.1	12	1	/	0.8	-6	2
O=S(=O)(NNC(=S)Nc1ccc(S(=O)(=O)Nc2ncccn2)cc1)c1ccc(Br)cc1	-20	0.1	-2	-2	12	0.2	1	-12
COc1cc(/C=C2/C(=O)N(c3ccc([N+](=O)[O-])cc3)N=C2N2CCOCC2)ccc1O	-4	3.0	14	3	5.0	-2.0	-1	-1
C/C(=N\NC(=O)c1ccc(NS(=O)(=O)c2cccs2)cc1)c1ccc2c(c1)OCO2	/	-0.1	-5	0	5.5	-0.6	-3	-14
COc1ccc(NC(=O)c2c(-c3c(Cl)cccc3Cl)noc2C)c(OC)c1	-2	0.3	1	-2	/	3.3	-30	-8
COc1cc(OC)c(N2CC(C(=O)NCCC3=CCCCC3)CC2=O)cc1Cl (stereo not given)	-9	0.2	7	2	0.5	-1.4	/	-16
CCNC(=O)C[C@@H]1CC[C@@H](NC(=O)C2CCC2)[C@H](CO)O1	2	-0.4	-4	3	-0.2	3.3	7	-6
O=C(NCC1(N2CCCCC2)CCCCC1)c1cccc(S(=O)(=O)Nc2ccc(F)cc2)c1	2	0.9	6	-2	/	-0.9	-25	-10
COC(=O)C(C(=O)OC)C(CC(=O)c1ccc(C)cc1)c1cc(OC)c(OC)c(OC)c1 (stereo not given)	-13	0.0	?	-1	-0.1	6.1	-4	-6
CC(=O)c1ccc(C(=O)Nc2nnc(-c3ccc(Cl)cc3)o2)cc1	-11	2.1	4	-2	-1.8	-2.6	/	13
O=C(C[C@@H]1C=C[C@H](NC(=O)Nc2cc(F)ccc2F)[C@@H](CO)O1)Nc1ccc(-c2ccccc2)cc1	-1	-0.4	4	0	1.2	1.6	0	8
O=C(Cc1ccccn1)NCC[C@@H]1CC[C@H](NC(=O)CN2CCOCC2)[C@H](CO)O1	-1	-1.0	4	-2	-0.5	-1.5	2	-25
Cc1nc2c(-c3ccc(F)cc3)c(C)nn2c(C)c1CCC(=O)N1CCN(c2ccccn2)CC1	-18	0.1	-5	-2	1.2	-3.5	4	-8
O=[N+]([O-])c1ccccc1OCCCOc1cccc2cccnc12	-1	0.1	-4	3	-0.1	0.4	/	-4
O=C(C1CCCCC1)N1C[C@@H](n2cc(-c3ccc(F)cc3)nn2)[C@H](O)C[C@@H]1c1ccc(Cl)cc1	-4	0.2	4	2	-0.2	1.8	-16	9
C[C@@H]1CCCCO[C@@H](CN(C)C(=O)C2CCCCC2)[C@H](C)CN([C@H](C)CO)C(=O)c2cc(NC(=O)Nc3ccc4c(c3)OCO4)ccc2O1	1	0.0	-6	0	0.1	0.4	2	9
C[C@H](NC(=O)C[C@H]1C=C[C@H](NC(=O)Cc2ccccn2)[C@H](CO)O1)c1ccccc1	-3	0.0	19	-1	0.4	2.0	10	-14
CC(C)(C)S(=O)N1Cc2cc(CO)cc(CCO)c2[C@@H]1CCO (stereo not given in full)	-6	-0.1	?	-4	-0.1	3.3	5	-28
Fc1ccccc1NC(=S)N(CCCN1CCOCC1)Cc1cccnc1	/	0.0	5	/	/	-0.2	1	-20
CCN1CCN(C(=O)C(C)Nc2cc(Cl)c(OC)cc2OC)CC1 (stereo not given)	/	0.2	-1	1	0.0	4.1	-7	-12
C[C@@H]1CN([C@@H](C)CO)C(=O)c2cccc(N(C)C)c2O[C@H]1CN(C)Cc1ccc(-c2ccccc2)cc1	1	-0.8	-2	0	/	-0.8	-10	18
O=C(CCCc1ccccc1)Nc1nnc(C(F)(F)F)s1	4	0.0	-3	-3	0.9	-0.2	4	-22
CCCOc1ccc(N2CC(C(=O)Nc3ccccc3C(=O)NC)CC2=O)cc1 (stereo not given)	-1	0.3	-2	5	3.5	-0.2	-6	-8
C[C@H](CO)N1C[C@H](C)[C@H](CN(C)C(=O)Nc2ccc(F)cc2)Oc2ncc(C3=CCCC3)cc2C1=O	1	0.1	-3	1	0.1	-3.9	-30	6
C[C@@H]1CN([C@H](C)CO)S(=O)(=O)c2ccc(-c3ccccc3F)cc2O[C@@H]1CN(C)Cc1cncnc1	-17	0.4	-8	-2	-0.2	1.4	1	-3
CC(C)NC(=O)NCC[C@H]1CC[C@H](NC(=O)Nc2ccccc2)[C@H](CO)O1	6	0.0	17	0	-0.2	6.3	1	5
COc1ccc(C2CC(=O)Oc3cc(OC)c(OC)c(OC)c32)cc1 (stereo not given)	1	0.0	-3	-2	0.0	-3.2	-7	-19
COc1ccc2c3c(n(C)c2c1)[C@H](CO)N(C(=O)CC1CC1)CC31CN(Cc2nccs2)C1	/	0.3	-6	0	0.1	-1.4	-1	10
CC(C)OC(=O)c1cccc(NC(=O)CSc2nnc(N)s2)c1	8	0.1	1	9	5.1	4.7	14	-12
COc1cccc(CNC(=O)COc2cccc(-n3cnnn3)c2)c1	-2	0.4	3	4	/	1.1	0	-9
O=C1N(CCS(=O)(=O)c2ccccc2)Cc2ccccc2[C@@H]2OC(c3ccc(OCCCO)cc3)=N[C@]12CCS(=O)(=O)c1ccccc1	-4	/	-2	-3	/	-4.7	/	-31
CCN(CC)CCNC(=O)c1ccc(NC(=O)c2ccc(COc3ccccc3)cc2)cc1	-4	-0.1	5	-32	0.2	1.6	8	-1
CN1CCN(C(=O)C[C@@H]2CC[C@@H]3[C@H](COC[C@H](O)CN3C(=O)C3CC3)O2)CC1	7	0.2	?	-1	-0.1	0.5	7	-2
CSCCC1NC(=O)N(CC(=O)Nc2ccc(Br)cc2Br)C1=O (stereo not given)	/	0.0	3	-6	1.6	1.7	-3	7
CCOC(=O)C1CCN(c2c(NCc3ccc(C(=O)NC4CCCC4)cc3)c(=O)c2=O)CC1	19	5.2	0	6	0.1	-2.5	0	-3
CO[C@@H]1CN(C)C(=O)c2cc(NS(=O)(=O)c3ccccc3)ccc2OC[C@@H](C)N(C)C[C@@H]1C	-4	0.4	/	/	0.4	/	1	/
O=S(=O)(N[C@@H]1CC[C@@H](CCn2cc(-c3cccc(F)c3)nn2)O[C@H]1CO)c1ccccc1	3	0.5	18	-2	-2.1	-1.0	1	-6
CC1=NN(C(=O)CCc2ccc3c(c2)OCO3)C(O)(C(F)(F)F)C1 (stereo not given)	/	0.2	0	-1	/	-2.9	-2	3
C[C@@H]1CN([C@@H](C)CO)C(=O)c2cccc(NS(=O)(=O)c3ccc(Cl)cc3)c2O[C@@H]1CN(C)CC1CC1	8	0.2	0	0	0.7	-0.3	14	10
Cc1ccc(C(=O)O)cc1-n1c(=O)n(Cc2ccccc2)c(=O)c2[nH]cnc21	-14	0.0	?	-1	0.0	1.3	21	5
O=S(=O)(NCCN1CCCC1)c1ccc(C(F)(F)F)cc1	-6	0.0	-4	-3	0.0	6.3	0	-18
O=C(C[C@H]1C[C@H]2c3cc(NC(=O)Cc4ccncc4)ccc3O[C@H]2[C@H](CO)O1)NCCN1CCCCC1	-21	0.2	-1	5	-0.1	1.6	12	33
C[C@H]1CCCCO[C@@H](CN(C)CC2CCCCC2)[C@@H](C)CN([C@@H](C)CO)C(=O)c2cc(NC(=O)Nc3cccc4ccccc34)ccc2O1	-1	-1.0	17	2	4.3	1.8	-21	14
O=C(Nc1ccccc1)C1CC(=O)n2ncnc2N1 (stereo not given)	-7	/	0	1	/	-2.7	15	-18
Cc1ccc(S(=O)(=O)CC(=O)N2CCOCC2)cc1	/	0.0	7	0	/	-1.4	0	-21
Cc1cc(C(=O)N/N=C/c2cccn2C)n[nH]1	1	0.3	/	0	1.0	-5.9	-1	-7
O=C(C[C@H]1C=C[C@H](NC(=O)C2CCOCC2)[C@H](CO)O1)NCc1ccccc1Cl	/	0.2	?	1	1.2	-0.9	10	-1

Assay outcomes: PubChem, Broad Institute
